KDM4E inh: inhibitors of human JMJD2E histone demethylase. Potency, µM (top dose mostly 57.1 µM), inactives show top-dose activity change, negative = inhibition, actives largely listed as inhibitors. JMJD2E catalytic domain, FDH-coupled NADH fluorescence (FDH is formaldehyde dehydrogenase). AID 2147. B2RXH2. 230,000 compounds, 1.6% hits; active = well fitted inhibition curve with a large enough effect, not every such curve was filed as active; inconclusive = small, poorly fitted or top-dose-only effect, or another doubt; inactive = no such curve, though single readings can be large or run the other way;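 also: 0% = wells with enzyme and -100% = buffer wells without enzyme; nearly all actives have a fitted effect of over 50% in size; many of its hits are not listed in these tables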
Target sequence (B2RXH2 1-337 limits assumed): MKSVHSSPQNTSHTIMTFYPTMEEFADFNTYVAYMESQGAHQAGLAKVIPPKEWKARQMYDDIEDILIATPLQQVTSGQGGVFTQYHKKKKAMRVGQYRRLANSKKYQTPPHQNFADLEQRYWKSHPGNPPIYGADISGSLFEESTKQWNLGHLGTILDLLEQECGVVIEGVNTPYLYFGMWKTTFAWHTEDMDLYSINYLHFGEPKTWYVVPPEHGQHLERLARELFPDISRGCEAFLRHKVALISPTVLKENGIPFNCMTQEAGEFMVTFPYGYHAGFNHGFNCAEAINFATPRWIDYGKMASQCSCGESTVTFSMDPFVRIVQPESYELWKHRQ
SMN2 splice enh: enhancers of SMN2 splice variant expression. HEK293 SMN2-luciferase splicing reporter, luminescence, 30-36 h. Potency, µM (series often up to 46.1 µM), for inactives: top-dose activity change, positive = activation, most hits filed as activators. 210,000 compounds, 2.8% hits. AID 1458; also: % of control where 0% means no effect; nearly all actives have a fitted effect of over 55% in size
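HEK293 cells carry an SMN2 […]–luciferase reporter in which exon 7 inclusion puts luciferase in frame. Cells were plated 10-12 h before compound addition, then incubated 30-36 h at 37C. ONE-Glo luminescence was read; sodium butyrate at 4.5 mM final served as control.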
HTT ATP protect: cytoprotection in Huntington HTT-Q103 PC12 cell model; AID 1471; Potency, µM (doses to about 56.4 µM), for inactives: cytoprotection (ATP increase), usual class: activators; PC12 HTT-Q103 induced, cytoprotection, ATP luminescence, 40 h; 230,000 compounds, 0.14% hits;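 also: % of control where 0% means no effect; nearly all actives have a fitted effect of over 45% in size; toxic huntingtin expression switched on by the ecdysone agonist tebufenozide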
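PC12 cells stably carrying ecdysone-inducible Htt exon 1 (Q103)–GFP were induced with 100 nM tebufenozide (final) alongside library compounds in a dose series. Cytoprotection was scored as retained ATP by ATPlite luminescence.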
Tau fluor cs: counter-screen for tau fibril formation inhibitors | tau K18 P301L Alexa594 fluorescence, heparin fibrillization | Potency, µM (doses to about 57.7 µM), for inactives: at the highest dose activity change, negative = decrease | 280,000 compounds, 0.93% hits | AID 1463; also: % is scaled to controls: 0 for no effect and ±100 for the full control effect; nearly all actives have a fitted effect of over 55% in size
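Human K18 P301L tau (15 uM unlabeled plus 0.24 uM Alexa 594-labeled, final) in 100 mM sodium acetate pH 7 was mixed with compound and 20 uM heparin and incubated 6 hr at 37 C.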
ALDH1A1 inh: inhibitors of human aldehyde dehydrogenase 1A1. P00352. Purified ALDH1A1, NADH fluorescence, propionaldehyde substrate. Potency, µM (top dose mostly 75.3 µM), without a hit: at the highest dose activity, negative = inhibition, usual class: inhibitors. 220,000 compounds, 7.3% hits; active = well fitted inhibition curve with a large enough effect, not every such curve was filed as active; inconclusive = small, poorly fitted or top-dose-only effect, or another doubt; inactive = no such curve, though single readings can be large or run the other way;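 also: plate controls were no enzyme wells and a reference inhibitor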
Target sequence (P00352 whole entry, looked up): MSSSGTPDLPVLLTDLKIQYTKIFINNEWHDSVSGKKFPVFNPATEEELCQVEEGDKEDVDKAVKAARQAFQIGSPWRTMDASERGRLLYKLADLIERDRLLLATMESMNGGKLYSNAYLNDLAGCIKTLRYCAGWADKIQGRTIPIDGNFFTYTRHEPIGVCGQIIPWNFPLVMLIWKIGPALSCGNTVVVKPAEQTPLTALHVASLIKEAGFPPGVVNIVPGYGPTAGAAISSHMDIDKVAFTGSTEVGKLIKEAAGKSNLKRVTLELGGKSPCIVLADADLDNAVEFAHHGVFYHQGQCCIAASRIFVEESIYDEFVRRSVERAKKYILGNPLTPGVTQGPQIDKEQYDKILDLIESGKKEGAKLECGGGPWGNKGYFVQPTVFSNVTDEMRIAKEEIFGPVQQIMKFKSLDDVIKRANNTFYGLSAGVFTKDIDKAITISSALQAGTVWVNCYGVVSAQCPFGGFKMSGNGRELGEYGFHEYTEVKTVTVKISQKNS
HTT aggregate: reduces HttQ103-GFP aggregates in PC12 cells; PC12 HttQ103-GFP aggregates, Acumen cytometry, 40 h; Potency, µM (doses to about 46.1 µM), inactives show top-dose activity change, negative = inhibition, most hits filed as inhibitors; 220,000 compounds, 1.1% hits; AID 1688; also: % is scaled to controls: 0 for no effect and ±100 for the full control effect; nearly all actives have a fitted effect of over 60% in size
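Multiplexed with ATP-based cell death, this channel scores GFP aggregates in PC12 cells expressing inducible HTTex1-Q103-GFP. Induction used 100 nM tebufenozide; compounds were tested in concentration series.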
Tau fibril FP: tau fibrillization inhibition (FP) | P10636 | K18 P301L tau heparin fibrillization, Alexa594 FP, 6 h | Potency, µM (series often up to 57.7 µM), without a hit: at the top dose activity, negative = inhibition, actives largely listed as inhibitors | 280,000 compounds, 0.39% hits | AID 1468; also: % is scaled to controls: 0 for no effect and ±100 for the full control effect; nearly all actives have a fitted effect of over 55% in size
Target sequence (P10636 561-689 P618L limits assumed): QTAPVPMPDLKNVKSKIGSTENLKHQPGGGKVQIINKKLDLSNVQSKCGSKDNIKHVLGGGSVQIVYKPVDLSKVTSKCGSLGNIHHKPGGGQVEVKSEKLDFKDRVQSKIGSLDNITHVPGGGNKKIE
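Recombinant K18 P301L […], labeled with Alexa 594 at 0.24 uM over 15 uM unlabeled; heparin inducer 20 uM final; 37 C, 6 hr; FP endpoint.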
Tau ThT inhib: inhibitors of human tau fibril formation, thioflavin T binding. Potency, µM (titrated, usually from 57.4 µM), for inactives: top-dose activity, negative = inhibition, hits mostly inhibitors. 270,000 compounds, 2.1% hits. P10636. recombinant tau K18 P301L (four-repeat tau fragment), heparin-induced fibrillization, ThT fluorescence; also: % is scaled to controls: 0 for no effect and ±100 for the full control effect; nearly all actives have a fitted effect of over 55% in size
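Heparin-induced (20 uM) aggregation of recombinant human K18 P301L tau, 15 uM unlabeled with 0.24 uM labeled, pH 7 acetate buffer, 6 hr at 37 C with compound. Fibrils quantified by 30 uM ThT fluorescence after 1 hr ambient incubation.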
* hit, by the source's call; u = inconclusive; x = no result given; & = joins results of further samples; [ ] = another dose, or the depositor's remark. Unless noted, calls follow the shape of the dose curve; as a rule, active = well fitted curve in the direction sought with a large enough effect; inconclusive = small, poorly fitted or top-dose-only effect, or another doubt; inactive = no such curve, though single readings can be large; an effect the other way counts as inactive or inconclusive. Potency is read from the fitted curve at half-maximal effect. The list is partial; rates above refer to the full screens.

1) CCc1nn(CC(=O)NCCc2ccc(OC)cc2OC)c(=O)c2cc3c(OC)cccc3n12
2) CC1(C)NC(=O)N(CCCCOc2ccc(Cl)cc2)C1=O
3) O=C(CSc1ncc(-c2ccc(F)cc2)n1Cc1ccco1)Nc1ccc2c(c1)OCO2
4) COc1ccc(Nc2ccc(N3C(=O)CCC3=O)cc2[N+](=O)[O-])cn1
5) Cc1[nH]n(-c2ccc([N+](=O)[O-])cc2)c(=O)c1C=NCCN1CCN(C(=O)c2ccc(Br)cc2)CC1
6) COc1ccc(N(CC(=O)Nc2ccccc2C(N)=O)S(=O)(=O)c2ccc(C)c([N+](=O)[O-])c2)cc1
7) Clc1ccccc1CN(Cc1ccco1)Cc1nnnn1C1CCCC1
8) C=CCn1c(SCC(=O)NC(=O)c2cccc([N+](=O)[O-])c2)nnc1-c1ccccc1

entry no.	1	2	3	4	5	6	7	8
KDM4E inh	x	-2%	2%	-1%	10%	-6%	-3%	-14%
SMN2 splice enh	-1%	-31%[inhibitor]	-1%	-10%	-17%	5%	-107%[inhibitor]	7%
HTT ATP protect	x	-3%	-19%[10 µM]	-31%[inhibitor]	-69%[inhibitor]	-32%[inhibitor]	-5%[1.9 µM]	15%[10 µM]
Tau fluor cs	-18%	-13%	u	-6%	-26%	u	7%	-7%
ALDH1A1 inh	x	-5%	-3%	4%	3%	u	2%	u
HTT aggregate	x	-26%	7%	-2%	31%	-5%[9.22 µM]	-10%	-14%
Tau fibril FP	-4%	-4%	13%	-3%	-9%	-2%	-2%	4%
Tau ThT inhib	u	-10%	u	-7%	u	-5%	11%	-7%

9) CCc1cc2c3c(c(=O)oc2cc1O)CCCC3
10) Cc1ccc(OCC(=O)Nc2ccc3c(c2)sc(=O)n3C)cc1
11) CCOCCCNC(=O)C(c1ccc(OC)cc1)N(Cc1cccs1)C(=O)c1ccccn1 (stereo not given)
12) CCCCNC(=O)Nc1nnc(-c2ccc(OCC)cc2)o1
13) FC(F)(F)c1ccc2c(c1)NCC1CCCN21 (stereo not given)
14) C=CCOc1ccc(CNc2nccs2)cc1OCC
15) O=C1/C(=C/c2ccccn2)SC(=S)N1Cc1ccccc1
16) Cc1ccnc(NC(=O)c2cccs2)c1

entry no.	9	10	11	12	13	14	15	16
KDM4E inh	u	x	-4%	-7%	42%[activator]	u	1%	-1%
SMN2 splice enh	u	-5%	-12%	-13%	x	-24%	x	u
HTT ATP protect	4%	x	-16%	6%	-44%[inhibitor]	31%[10 µM]	34%[10 µM]	-56%[inhibitor]
Tau fluor cs	u	u	-1%	-13%	u	-12%	-6%	-4%
ALDH1A1 inh	u	x	0%	-20%	22%	u	x	0%
HTT aggregate	-10%	x	5%	4%	-14%	-2%	0%[9.22 µM]	25%
Tau fibril FP	-8%	-2%	2%	2%	-17%	0%	-6%	0%
Tau ThT inhib	u	u	-3%	-16%	u	-15%	2%	-2%

17) COc1ccc(CCNC(=O)CCS(=O)(=O)c2ccc3c(c2)CCN3C(C)=O)cc1OC
18) O=C(CCN1C(=O)C2C3CC(C(Br)C3Br)C2C1=O)OCC(=O)c1ccccc1 (stereo not given)
19) O=C(CSc1nnc(NC2CCCCC2)s1)Nc1ccc2c(c1)C(=O)c1ccccc1C2=O
20) CCOCC(=O)Nc1c(C(=O)Nc2ccccc2OC)oc2ccccc12
21) CCN(CCCNC(=O)CCCn1c(=O)[nH]c2ccccc2c1=O)c1cccc(C)c1
22) O=C(Cc1ccc(Cl)cc1)NCc1ccccc1Cl
23) COc1ccc2nc(SCc3ccccc3C)nc(C)c2c1
24) CC1(C)CC(=O)C=C(Nc2ccc(Br)cn2)C1

entry no.	17	18	19	20	21	22	23	24
KDM4E inh	1%	0%	-16%	u	-4%	-1%	-2%	2%
SMN2 splice enh	4%	14%	11µM*	-11%	-10%	54%	22µM*	0%
HTT ATP protect	3%	4%[10 µM]	-86%[inhibitor]	-13%	-21%[10 µM]	-40%[inhibitor]	2%[10 µM]	-20%[10 µM]
Tau fluor cs	2%	8%	8.9µM*[quencher]	-13%	u	-8%	-14%	3%
ALDH1A1 inh	8%	-14%	13µM*	x	-4%	7%	u	u
HTT aggregate	7%	1%	u	-2%	6%	-1%	-23%	6%
Tau fibril FP	4%	6%	u	u	13%	-5%	-19%	0%
Tau ThT inhib	3%	9%	u	1%	u	-4%	-16%	4%

25) N#Cc1nc(Cc2cccc3ccccc23)oc1NCCCN1CCOCC1
26) CN(C)S(=O)(=O)c1ccc(NC(=O)N2CCOCC2)cc1
27) c1ccc2c(c1)oc1c(Nc3ccc4c(c3)OCCO4)ncnc12
28) COC(=O)c1cc2oc3ccccc3c2n1Cc1cccc(C)c1
29) O=C(CN1C(=O)c2ccccc2C1=O)Nc1ccc(S(=O)(=O)N2CCOCC2)cc1
30) CCOC(=O)C1(C)C=C(Nc2ccc(C(N)=O)cc2)C(=O)N1c1ccccc1 (stereo not given)
31) CCOC(=O)c1c(-c2ccccc2)csc1NC(=O)CSc1nc(N)cc(N)n1
32) CC(C)C[C@@H](CC(=O)N[C@@H](CCCN)CC(=O)N[C@@H]1CCCC[C@H]1C(=O)N[C@H](CC(=O)N[C@@H](CCC(=O)O)CC(=O)O)CC(C)C)NC(=O)[C@@H]1CCCC[C@H]1N

entry no.	25	26	27	28	29	30	31	32
KDM4E inh	2%	15%	u	x	5%	x	-6%	-2%
SMN2 splice enh	-4%	9%	2.8µM*	2%	x	17%	-79%[inhibitor]	6%
HTT ATP protect	-13%	x	-50%[inhibitor]	x	-6%[10 µM]	x	14%[10 µM]	-3%[1.9 µM]
Tau fluor cs	-6%	11%	-28%	-8%	0%	-4%	u	-11%
ALDH1A1 inh	2%	8%	23%	x	u	x	-4%	-16%
HTT aggregate	10%	2%	10%	x	1%[9.22 µM]	x	-12%	x
Tau fibril FP	12%	4%	4%	-6%	-7%	-3%	u	7%
Tau ThT inhib	-4%	5%	u	4%	4%	5%	-10%	-9%

33) COc1ccc(OC)c(C2SCCN2S(C)(=O)=O)c1 (stereo not given)
34) CCOC(=O)c1cc2c(=O)n3cccc(C)c3nc2n(CC(C)C)c1=NC(=O)c1ccco1
35) O=C1C2C(c3ccccc3)C=CC(c3ccccc3)C2C(=O)N1c1cccnc1 (stereo not given)
36) CCC(=NCCc1ccccc1)C1=C(O)CCC1=O
37) Cc1noc(C)c1CN(C(=S)NC(C)C)c1ccccc1
38) CC1CCCCC1NC(=O)c1ccc(N2CCCC2=O)cc1 (stereo not given)
39) CC(=O)N1CC=C2C(C#N)=C(N)C(C#N)(C#N)C(C)C2C1 (stereo not given)
40) CCc1nn(CC(=O)Nc2ccc(Br)c(C)c2)c(=N)s1

entry no.	33	34	35	36	37	38	39	40
KDM4E inh	4%	u	-2%	1%	22%	2%	u	1%
SMN2 splice enh	-3%	x	17%	9%	14%	17%	x	11%
HTT ATP protect	20%	21%[10 µM]	-8%[10 µM]	-4%	-3%[1.9 µM]	-30%	24%	-26%
Tau fluor cs	-7%	1%	-6%	5%	1%	3%	1%	u
ALDH1A1 inh	-5%	u	-4%	-1%	5%	10%	u	11µM*
HTT aggregate	0%	7%[9.22 µM]	10%	-16%	-7%	8%	u	18%
Tau fibril FP	-4%	-3%	-8%	-7%	6%	9%	-8%	u
Tau ThT inhib	-7%	-10%	-12%	1%	5%	-1%	u	u

41) CN(C)/C=C(\C#N)C(=O)c1cccnc1Oc1cccc(F)c1
42) COc1cc2cc(CN(Cc3cccnc3)C(=O)Nc3ccccc3)c(=O)[nH]c2cc1OC
43) COC(=O)C1=C(C(=O)OC)[C@@H]2N(C)c3ccccc3[C@@]23C[C@@H](C(=O)OC)N(C(=O)C2CCC2)C3=N1
44) COc1ccc(-n2nc(C(=O)N3CCCC(C)C3)c3c4ccccc4n(C)c3c2=O)cc1 (stereo not given)
45) Clc1ccc(C2CSc3c4ncnc-4ncn32)cc1 (stereo not given)
46) O=C(NCC1CCCO1)c1ccc(NS(=O)(=O)c2ccccc2)cc1 (stereo not given)
47) Cc1ccc(C(=O)N/C(=C\c2ccccc2)C(=O)NCc2cccnc2)cc1
48) C(=N\n1cnnc1)/c1cccn1-c1ccccc1
49) O=C(Nc1ccc(F)c(Cl)c1)N1CCCC1
50) Cc1cc(C2=NNC(=NC3CC3)SC2)c(C)n1-c1ccccc1
51) CCCCc1c2ccccc2nc2[nH]c3ccccc3c12

entry no.	41	42	43	44	45	46	47	48	49	50	51
KDM4E inh	-7%	u	5%[11.4 µM]	x	-1%	-29%	u	-13%	6%	-22%	u
SMN2 splice enh	-26%	8%	-2%[9.22 µM]	1%	x	x	-21%	-6%	x	-101%[inhibitor]	-16%
HTT ATP protect	-31%	x	21%&22%[10 µM]	x	-10%[10 µM]	-9%[10 µM]	x	-4%	-1%[10 µM]	-43%[10 µM]	-58%[inhibitor]
Tau fluor cs	-6%	-8%	-17%[11.6 µM]	-12%	-10%	-10%	-1%	1%	6%	-17%	-24%
ALDH1A1 inh	-1%	3%	-3%[13.5 µM]	x	x	0%	-15%	u	7%	3.5µM*	-3%
HTT aggregate	-15%	x	-11%[9.22 µM]	x	-16%[9.22 µM]	-6%[9.22 µM]	x	18%	-8%[9.22 µM]	21%	x
Tau fibril FP	-2%	1%	-1%[11.6 µM]	-14%	-7%	-6%	-1%	7%	-8%	-19%	-13%
Tau ThT inhib	-11%	-6%	-12%[11.5 µM]	-8%	-1%	-7%	0%	-3%	u	u	-3%

Compound profiles, as listed above.
Entry for `CN(C)/C=C(\C#N)C(=O)c1cccnc1Oc1cccc(F)c1` : KDM4E inh = -7%; SMN2 splice enh = -26%; HTT ATP protect = -31%; Tau fluor cs = -6%; ALDH1A1 inh = -1%; HTT aggregate = -15%; Tau fibril FP = -2%; Tau ThT inhib = -11%
Entry for `Cc1cc(C2=NNC(=NC3CC3)SC2)c(C)n1-c1ccccc1` : KDM4E inh = -22%; SMN2 splice enh = -101%[inhibitor]; HTT ATP protect = -43%[10 µM]; Tau fluor cs = -17%; ALDH1A1 inh = 3.5µM*; HTT aggregate = 21%; Tau fibril FP = -19%; Tau ThT inhib = u

Screening data (PubChem BioAssay)
